UHRF1 binding: human UHRF1 methylated DNA binding inhibitors; Q96T88; AID 687016; 370,000 tested, 0.75% active; UHRF1 binding to methylated oligo, TR-FRET; inhibition, % at 4.4 µM; in the data active = inhibition above about 21%;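 also: UHRF1 SRA domain binding a hemimethylated CpG hairpin DNA probe; 0% = median of test compound wells and 100% = reference inhibitor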
LEDGF integ inh: blocks HIV-1 LEDGF/p75-dependent DNA integration; TR-FRET IN-LEDGF/p75 DNA integration, Eu/Cy5; inhibition, % at 3.7 µM; 370,000 tested, 0.64% active; AID 743269;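 active = inhibition above the screen-wide mean plus 3 SD, cut at about 13% in these data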;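 also: signal is the Cy5 over europium emission ratio at 671 and 618 nm; 0% = plate median of compound wells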
TCR-CD3 inh: human TCR-CD3 binding inhibition; inhibition, % at 9.4 µM; 360,000 tested, 0.37% active; AID 651800; TAMRA-labeled TCR probe fluorescence, biochemical; in the data active = inhibition above about 19%;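 also: recombinant mutant TCR 2C K166C tagged with TAMRA read by polarization; 0% = receptor in buffer alone and 100% = receptor with positive control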
DDE Tn7 FP inh: DD(E)-Tn7 binding inhibition, primary FP screen; P02675; FP displacement of FITC-Tn7 peptide from fibrin DD(E); 0% = median of compound wells per plate; inhibition, % at 8.3 µM; 370,000 tested, 0.13% active; AID 720508;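 active = inhibition above the mean of compounds falling within the control limits plus 3 SD of them, cut at about 14% in these data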;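 also: 0% = plate median of compound wells and 100% = 10 µM Aha-Tn7 peptide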
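Assay system: Fibrin-DD(E) protein isolated from polymerized human fibrin clots; read-out basis: percent inhibition; medium: Tris/NaCl/CaCl2 buffer, pH 7.8; signal: FP measurement; incubation: 10 min plus 3 h, room temperature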
PRMT1 inh: inhibitors of human PRMT1; inhibition, % at 2.79 µM; recombinant PRMT1, activity-based probe fluorescence polarization; AID 652257; 370,000 tested, 1.3% active;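 active = inhibition above about 21% made by adding two undisclosed values, limit read from the data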
TDP2 absorb: blocks human TDP2 phosphodiesterase activity. O95551. recombinant TDP2, T5PNP hydrolysis, p-nitrophenol absorbance 415 nm. inhibition, % at 12.8 µM. 370,000 tested, 0.34% active;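 active = inhibition above the mean of all tested compounds plus 3 SD, set per campaign, cut at about 25% in these data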;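 also: 0% = DMSO with enzyme and 100% = buffer with substrate but no TDP2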
Target sequence (O95551 whole entry, looked up): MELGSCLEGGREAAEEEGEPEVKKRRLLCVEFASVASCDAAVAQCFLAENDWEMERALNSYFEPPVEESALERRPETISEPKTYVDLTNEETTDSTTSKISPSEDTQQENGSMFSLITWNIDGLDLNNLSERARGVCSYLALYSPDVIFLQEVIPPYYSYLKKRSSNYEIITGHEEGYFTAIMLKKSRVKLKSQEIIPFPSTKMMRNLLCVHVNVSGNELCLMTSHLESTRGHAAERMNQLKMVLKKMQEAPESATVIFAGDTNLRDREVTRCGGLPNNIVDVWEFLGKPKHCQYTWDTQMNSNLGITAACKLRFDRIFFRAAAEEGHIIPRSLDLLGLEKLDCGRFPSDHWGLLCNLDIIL
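System – recombinant human TDP2 · Quantity – TDP2 enzyme at 120 nM final · Doses – single concentration, 12.8 µM nominal, with 1% DMSO · Incubation – 2 h at 37 °C · Measured by – epi absorbance of p-nitrophenol freed from T5PNP by hydrolysis · Read-out – % inhibition relative to enzyme-containing and enzyme-free wells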
ABHD4 inh: ABHD4 (mouse) inhibition, primary FP screen | Q8VD66 | inhibition, % at 8.92 µM | AID 720543 | 370,000 tested, 0.54% active | purified mABHD4, FP-Rh probe fluorescence polarization;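 active = inhibition exceeding the mean over every tested compound plus 3 SD, cut at about 30% in these data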;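 also: 0% = plate median of compound wells and 100% = S159A mutant with DMSO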
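Test system: mABHD4 protein; Read-out basis: % inhibition; Incubation: 45 min + 60 min at 25 °C; Repeats: single replicate; Technique: fluorescence polarization with parallel and perpendicular emission, 525/598 nm; Compound: 8.92 µM, single dose; Benchmarks: full inhibition S159A mutant plus DMSO, zero as sample-well median.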
PG9 binder: small molecules binding HIV-1 gp120 antibody PG9; TR-FRET gp120-PG9 antibody binding; inhibition, % at 6.7 µM; AID 624416; 360,000 tested, 0.43% active; in the data active = inhibition above about 8.5%
SIAE inh: human SIAE inhibition, primary screen. Q9HAT2. SIAE FP-Rh probe binding, fluorescence polarization. inhibition, % at 9.66 µM. 370,000 tested, 0.69% active. AID 1053197;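 active = inhibition above a cutoff: mean of compounds within the control limits plus 3 SD of those, cut at about 17% in these data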;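 also: 0% = plate median of compound wells and 100% = probe without SIAE protein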
Target sequence (Q9HAT2 whole entry, looked up): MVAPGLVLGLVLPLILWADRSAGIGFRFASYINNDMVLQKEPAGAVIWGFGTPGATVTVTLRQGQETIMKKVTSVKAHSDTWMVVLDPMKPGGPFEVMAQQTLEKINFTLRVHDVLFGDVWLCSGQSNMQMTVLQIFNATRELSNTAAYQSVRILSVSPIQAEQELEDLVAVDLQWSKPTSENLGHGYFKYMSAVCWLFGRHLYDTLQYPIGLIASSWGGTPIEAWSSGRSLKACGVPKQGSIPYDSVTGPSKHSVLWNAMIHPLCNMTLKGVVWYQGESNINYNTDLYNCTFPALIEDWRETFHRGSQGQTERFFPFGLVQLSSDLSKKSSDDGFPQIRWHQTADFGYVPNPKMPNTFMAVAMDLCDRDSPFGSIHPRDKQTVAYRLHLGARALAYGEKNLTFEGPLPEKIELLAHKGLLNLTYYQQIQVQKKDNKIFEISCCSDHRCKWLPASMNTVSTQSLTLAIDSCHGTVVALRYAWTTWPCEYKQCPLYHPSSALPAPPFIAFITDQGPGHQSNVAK
HTRA1 inh: inhibitors of human serine peptidase HTRA1 | Q92743 | recombinant HTRA1, FP-rhodamine activity-based probe, fluorescence polarization | AID 504803 | inhibition, % at 5.96 µM | 340,000 tested, 0.5% active; in the data active = inhibition above about 36%;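 also: 0% = enzyme with DMSO and 100% = wells lacking enzyme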
Active calls of the source: *; . = not tested or not shown.

UHRF1 binding,LEDGF integ inh,TCR-CD3 inh,DDE Tn7 FP inh,PRMT1 inh,TDP2 absorb,ABHD4 inh,PG9 binder,SIAE inh,HTRA1 inh,smiles
3,0,6,-4,1,-10,0,-1.2,3,5,Cc1cccc(N(C(=O)Cn2nnc3ccccc32)C(C(=O)NC(C)(C)C)c2ccsc2)c1 (stereo not given)
-1,-1,5,1,-3,-12,4,-0.1,-2,-3,Cc1noc(C)c1CCC(=O)NC1CCCN(Cc2ccc(Cl)cc2)C1 (stereo not given)
-1,5,5,-7,-4,16,4,-0.5,2,.,O=S(=O)(c1ccccc1)N1CCN(Cc2cccc(Br)c2)CC1
-2,0,-2,-4,-4,-10,0,-0.9,5,-8,COc1ccc(-n2nnnc2SCC(=O)Nc2ccc3c(c2)OCCO3)cc1OC
1,-1,0,-3,0,5,-3,0.1,-2,-5,CCOc1ccc(CCNC(=O)C2CCCN(c3nnc(-n4cccc4)s3)C2)cc1OCC (stereo not given)
-1,2,4,-1,6,8,-3,0.8,2,-2,COC(=O)c1c(NC(=S)NNS(=O)(=O)c2ccc(OC)cc2OC)sc2c1CCCCCC2
1,3,4,-1,-3,-18,2,-2.6,-8,3,COc1ccc(CCNC(=O)C(=O)Nc2ccc3c(c2)OCO3)cc1OC
-4,-1,4,6,-2,1,2,-0.1,-3,-3,CN1C(=O)Cc2cc(S(=O)(=O)N3CCN(c4ccccc4F)CC3)ccc21
-1,2,8,6,-8,-8,2,-1.8,1,-5,CN1C(=O)C(C)(C)c2cc(S(=O)(=O)N3CCCC(C(=O)NCc4ccc(F)cc4)C3)ccc21 (stereo not given)
0,0,-2,0,0,9,-41,-1.0,2,-1,O=C(CC(=O)c1ccccc1)Nc1ccc2c(c1)OCCO2
7,1,-5,-8,-5,-26,-3,0.8,-18,-33,O=C(Nn1c(SCc2cccc([N+](=O)[O-])c2)nc2ccccc2c1=O)c1ccccc1
2,-3,-5,-6,1,-2,8,0.5,-2,.,CC(=O)Nc1ccc(C(=O)N2CCCCC2c2cc(C(=O)NCc3ccc(F)cc3)no2)cc1 (stereo not given)
-1,-1,1,7,2,3,0,-0.1,-8,-1,COc1ccc(CNC(=O)C2CCN(S(=O)(=O)c3cc(OC)ccc3OC)CC2)cc1
1,1,-6,-4,0,3,2,-0.7,-6,-1,COCCCNC(=O)CC(NS(=O)(=O)c1ccc(Cl)cc1)c1ccc(OC)cc1 (stereo not given)
-2,3,-7,5,-1,0,4,-1.2,-1,-6,O=C(NCC1CCCO1)c1ccc2nc(N3CCCCC3)sc2c1 (stereo not given)
3,0,6,-1,3,2,2,-3.3,-3,-3,CC(=O)Nc1ccc2c(c1)C(=O)N(c1cccc3ccccc13)C2=O
-2,3,9,-1,-5,11,-3,0.4,5,5,COc1ccc(C(=O)NCC(=O)OCC(=O)N2CCc3ccccc32)cc1
-2,-2,22*,5,-2,-5,-4,-0.1,1,-1,Cc1ccc(C(=O)NCC(=O)O)cc1S(=O)(=O)N1CCCCC1
3,-4,-6,6,3,6,3,-1.1,-9,3,CC(C)CCn1cnc2c(sc3nc4c(cc32)CSC(C)(C)C4)c1=O
1,-1,-5,-4,1,1,9,-0.6,-17,-57,CC(C)c1ccccc1OCC(O)CN(CC(O)COc1cccc2ccccc12)C(C)C (stereo not given)
2,-1,-1,-4,3,-5,-1,-0.1,5,-6,CN1C(C(=O)NCc2ccco2)CC2Cn3c(nc4cc(Cl)c(Cl)cc43)C21 (stereo not given)
2,2,-1,4,2,5,-7,-1.7,5,1,Cc1ccc(NC(=O)c2ccc(C)cc2)cc1
7,1,-4,-7,-3,12,8,0.1,-4,1,CC(=O)N1CCN(c2ccc(NC(=O)c3ccc(Br)o3)cc2Cl)CC1
0,-3,3,-5,1,10,-4,1.5,8,3,Cc1cccnc1NC(=O)Nc1ccc(F)cc1
-1,3,3,-9,-2,0,8,-0.6,0,4,Cc1ccc(-n2cnnn2)c(S(=O)(=O)N2CCOCC2)c1
1,5,-6,-9,-4,-12,-3,-0.7,8,.,O=C(CCC(=O)N/N=C/c1ccco1)N/N=C/c1ccco1
-2,0,5,-3,-1,5,0,-1.9,10,1,OC1CCN(Cc2cccc(Oc3ccccc3)c2)CC1
-2,-2,6,4,-2,-18,2,0.2,-2,-8,CNc1ccc(OC(F)F)cc1C(=O)c1ccccc1
-1,-3,-6,3,9,0,11,-0.6,7,1,Cc1ccc(-c2csc3nc[nH]c(=S)c23)cc1
1,4,-3,8,-6,-12,-2,-1.1,-1,6,Cc1ccccc1C(=O)NC(C(N)=O)P(=O)(OC(C)C)OC(C)C (stereo not given)
2,-1,0,5,2,-1,-6,-3.6,6,1,COCCNC(=O)c1onc(CSc2ccccc2)c1C(=O)O
0,1,5,0,-2,-3,-4,-2.8,3,-2,C[n+]1cc[nH]c1SCC(=O)c1ccc(Cl)cc1
10,-1,-4,2,2,-6,5,0.4,-7,-14,COc1ccc2cc3cc(C(=O)Nc4ccc5c(c4)OCCO5)oc3nc2c1
32*,6,-1,-3,-2,0,-4,0.6,1,2,COc1cc(C(=O)OCC(=O)Nc2c(C)n(C)n(-c3ccccc3)c2=O)c([N+](=O)[O-])cc1OC
-1,-1,3,-3,-3,-2,5,0.4,3,1,COCCN(C(=O)C1CCC1)c1nnc(-c2cccnc2)s1
13,0,1,-1,1,4,-13,2.1,-12,-20,COc1cc2c(C#CCCO)c(-c3ccsc3)oc(=O)c2cc1OC
14,-8,-1,0,9,-14,-15,1.3,0,-1,Cc1ccc(S(=O)(=O)N(C)CCCC(=O)Nc2ccccn2)cc1
-1,-1,4,2,-3,-10,11,-1.8,2,-5,CCOC(=O)c1c(C)n(-c2ccc(C)cc2)c2ccc(O)c(CN(C)C)c12
1,-2,11,1,-2,5,-5,-0.1,0,-17,O=C(OCCOc1cccc(Cl)c1)c1cc(S(=O)(=O)N2CCOCC2)ccc1F
2,4,-2,-1,-2,1,-5,-0.2,-3,-1,CCc1ccc(N2CC(C(=O)Nc3cccnc3)CC2=O)cc1 (stereo not given)
-3,-3,5,-2,1,-3,6,-2.0,-3,-4,O=C1NC(c2ccc(-c3ccccc3[N+](=O)[O-])o2)C(C(=O)c2ccccc2)C(O)(C(F)(F)F)N1 (stereo not given)
17,-2,3,6,1,1,-1,1.4,4,-1,Cc1ccc(OC(=O)N(C)C[C@@H]2OCc3cn(nn3)CCCC(=O)N([C@@H](C)CO)C[C@H]2C)cc1
-2,-2,5,0,-1,7,4,-2.1,6,0,Cc1occc1-c1nnc(SCC(=O)N2CCCCC2)n1C
-2,-1,-4,2,-1,3,2,-1.0,2,-3,COc1ccc(S(=O)(=O)NCCSC(C)(C)C)cc1Cl
0,0,4,-2,0,0,12,3.0,1,-13,Cc1nc(NC(=O)c2ccc(F)cc2)sc1C(=O)Nc1ccc2c(c1)CCC2
0,-2,-15,-1,3,6,-2,2.2,2,4,O=C(CSc1nnc(-c2cccnc2)n1Cc1ccco1)N1CCc2ccccc21
-1,-3,4,-6,3,-2,-3,-2.2,-7,3,CC(C)C[C@H](NC(=O)[C@@H]1O[C@H]1C(=O)O)C(=O)NCCCCN=C(N)N
3,4,3,-8,-3,-12,-22,-2.4,-18,-16,N#Cc1ccccc1NC(=O)COc1ccccc1C(=O)Nc1ccccc1

An excerpt from above in order of their number in PG9 binder, smallest number first:
UHRF1 binding,LEDGF integ inh,TCR-CD3 inh,DDE Tn7 FP inh,PRMT1 inh,TDP2 absorb,ABHD4 inh,PG9 binder,SIAE inh,HTRA1 inh,smiles
-1,-3,4,-6,3,-2,-3,-2.2,-7,3,CC(C)C[C@H](NC(=O)[C@@H]1O[C@H]1C(=O)O)C(=O)NCCCCN=C(N)N
3,-4,-6,6,3,6,3,-1.1,-9,3,CC(C)CCn1cnc2c(sc3nc4c(cc32)CSC(C)(C)C4)c1=O
-2,-1,-4,2,-1,3,2,-1.0,2,-3,COc1ccc(S(=O)(=O)NCCSC(C)(C)C)cc1Cl

Ten structures from above, arranged by number of heavy atoms, lowest first:
UHRF1 binding,LEDGF integ inh,TCR-CD3 inh,DDE Tn7 FP inh,PRMT1 inh,TDP2 absorb,ABHD4 inh,PG9 binder,SIAE inh,HTRA1 inh,smiles
-2,-1,-4,2,-1,3,2,-1.0,2,-3,COc1ccc(S(=O)(=O)NCCSC(C)(C)C)cc1Cl
-2,-2,5,0,-1,7,4,-2.1,6,0,Cc1occc1-c1nnc(SCC(=O)N2CCCCC2)n1C
2,4,-2,-1,-2,1,-5,-0.2,-3,-1,CCc1ccc(N2CC(C(=O)Nc3cccnc3)CC2=O)cc1 (stereo not given)
14,-8,-1,0,9,-14,-15,1.3,0,-1,Cc1ccc(S(=O)(=O)N(C)CCCC(=O)Nc2ccccn2)cc1
13,0,1,-1,1,4,-13,2.1,-12,-20,COc1cc2c(C#CCCO)c(-c3ccsc3)oc(=O)c2cc1OC
-1,-1,4,2,-3,-10,11,-1.8,2,-5,CCOC(=O)c1c(C)n(-c2ccc(C)cc2)c2ccc(O)c(CN(C)C)c12
0,0,4,-2,0,0,12,3.0,1,-13,Cc1nc(NC(=O)c2ccc(F)cc2)sc1C(=O)Nc1ccc2c(c1)CCC2
1,-2,11,1,-2,5,-5,-0.1,0,-17,O=C(OCCOc1cccc(Cl)c1)c1cc(S(=O)(=O)N2CCOCC2)ccc1F
0,-2,-15,-1,3,6,-2,2.2,2,4,O=C(CSc1nnc(-c2cccnc2)n1Cc1ccco1)N1CCc2ccccc21
17,-2,3,6,1,1,-1,1.4,4,-1,Cc1ccc(OC(=O)N(C)C[C@@H]2OCc3cn(nn3)CCCC(=O)N([C@@H](C)CO)C[C@H]2C)cc1

(continued)
UHRF1 binding,LEDGF integ inh,TCR-CD3 inh,DDE Tn7 FP inh,PRMT1 inh,TDP2 absorb,ABHD4 inh,PG9 binder,SIAE inh,HTRA1 inh,smiles
0,9,-1,2,-6,-7,-6,4.0,-4,6,C[C@@H]1CN([C@@H](C)CO)C(=O)CCCn2nncc2CO[C@@H]1CN(C)C(=O)Nc1ccccc1F
2,-9,-7,4,2,-10,-14,1.1,-8,.,Cc1cc(OCC(=O)N(Cc2ccco2)C2CCS(=O)(=O)C2)ccc1Cl (stereo not given)
3,1,-5,1,-3,-12,2,2.0,4,0,O=C(c1ccc2nc(Cc3ccccc3F)oc2c1)N1CC[C@H](O)C1
2,0,1,1,2,-8,-3,-0.6,-4,6,CCCn1nc(NS(C)(=O)=O)c2cc3cccc(C)c3nc21

Assay outcomes: PubChem, The Scripps Research Institute Molecular Screening Center
